From PubChem
KCNQ2 block: KCNQ2 potassium channel inhibitors, primary screen, cell-based, CHO-K1, FluxOR thallium flux, B-score (AID 2156); 20 min; hits give low values; B-score at 10 µM; O88943; 310,000 compounds, 1.1% hits;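 active means fluorescence ratio B-score at most minus 3 library SDs, with starting brightness B-score within 2 library SDs, cut at about -5.5 in these data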
Kir21 inh: blocks the mouse Kir2.1 inward-rectifier potassium channel. HEK293-Kir2.1, FluxOR thallium flux fluorescence; hits give low values. B-score at 10 µM. 310,000 compounds, 0.85% hits. AID 1672;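 active means fluorescence ratio B-score at or below minus 3 SD of library scores, with starting-brightness B-score within 2 SD, cut at about -4.2 in these data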;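 further: channel flux triggered by added potassium and thallium sulfate stimulus; B-score of peak minus minimum fluorescence over baseline after thallium stimulus; more negative B-score means stronger Kir2.1 block with less thallium influx; some compounds called inactive have numbers as strong as hits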
Target sequence (P35561 whole entry, looked up): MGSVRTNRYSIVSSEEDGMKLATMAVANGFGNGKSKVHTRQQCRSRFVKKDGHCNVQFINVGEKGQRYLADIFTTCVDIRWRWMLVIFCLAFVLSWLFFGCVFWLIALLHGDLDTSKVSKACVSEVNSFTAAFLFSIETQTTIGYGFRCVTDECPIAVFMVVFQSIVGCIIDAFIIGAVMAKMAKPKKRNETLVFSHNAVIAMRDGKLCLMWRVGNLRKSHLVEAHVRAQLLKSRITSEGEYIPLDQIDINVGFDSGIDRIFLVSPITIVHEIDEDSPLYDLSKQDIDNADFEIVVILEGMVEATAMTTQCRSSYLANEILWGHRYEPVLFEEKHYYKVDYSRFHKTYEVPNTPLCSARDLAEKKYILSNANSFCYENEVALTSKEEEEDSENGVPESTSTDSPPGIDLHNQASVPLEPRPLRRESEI
STK33 kinase inh: blocks human STK33 kinase activity; Q9BYT3; purified STK33, MBP phosphorylation, ADP-Glo luminescence; inhibition, % at 10 µM; 320,000 compounds, 0.073% hits;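 active means inhibition at or above 25%, using the most active replicate where run in duplicate; inactive means inhibition below 25%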
Target sequence (Q9BYT3 whole entry, looked up): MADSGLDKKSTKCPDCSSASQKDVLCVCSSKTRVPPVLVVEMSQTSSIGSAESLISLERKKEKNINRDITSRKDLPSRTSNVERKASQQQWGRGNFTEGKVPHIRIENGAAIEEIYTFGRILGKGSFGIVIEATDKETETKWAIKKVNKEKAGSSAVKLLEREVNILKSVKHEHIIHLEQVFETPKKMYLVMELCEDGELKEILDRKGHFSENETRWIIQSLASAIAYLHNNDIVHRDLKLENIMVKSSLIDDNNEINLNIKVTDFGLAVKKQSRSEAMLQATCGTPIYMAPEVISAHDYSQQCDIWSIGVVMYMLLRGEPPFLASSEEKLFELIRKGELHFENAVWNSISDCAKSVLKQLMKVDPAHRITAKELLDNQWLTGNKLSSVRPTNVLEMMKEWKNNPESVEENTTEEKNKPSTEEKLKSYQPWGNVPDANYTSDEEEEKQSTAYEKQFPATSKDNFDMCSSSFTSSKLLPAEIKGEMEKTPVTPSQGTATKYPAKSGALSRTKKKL
The depositor's hits bear a star; i = inactive; . = not tested or not shown.

SMILES	KCNQ2 block	Kir21 inh	STK33 kinase inh
CC(=O)OC[C@]1(OC(C)=O)C[C@@]23CC[C@H]4[C@@](C)(CCC[C@@]4(C)C(=O)O)[C@@H]2CC[C@@H]1C3	i	-0.02	-1.6
CC(C)C(=O)NC(=S)Nc1ccccc1C(F)(F)F	i	0.1	-1.2
COc1cc(C(=O)NC2CCCCC2)ccc1OCc1ccc(Cl)cc1Cl	i	-0.65	-0.3
CCCOc1ccc(/C=C/C(=O)Nc2ccc([N+](=O)[O-])cc2C)cc1	i	-1.03	-0.5
COc1cc(OC)cc(C(=O)Nc2cccc3c2CCCC3)c1	i	-0.14	-0.3
Cc1csc(NC(=O)C2C3C=CC(C3)C2C(=O)O)n1 (configuration not stated)	i	-2.8	-0.2
CCC(C)Sc1nc(O)cc(=O)[nH]1 (configuration not stated)	i	-0.78	0.1
Cc1cc(C(=O)NC(C)c2ccc3c(c2)OCO3)cs1 (configuration not stated)	i	0.4	-0.3
CC(C)C[C@H](N)c1nnc(SCc2ccc(Cl)cc2)o1	i	-2.03	-0.2
N/C(CCN1CCOCC1)=N/O	i	1.72	-1.0
c1ccc(-c2csc(Nc3ccccn3)n2)cc1	i	-0.34	-2.6
Cc1ccc(CN(C(=O)Cn2nnc3ccccc32)C(C(=O)NCc2ccco2)c2cccs2)cc1 (configuration not stated)	i	-1	-1.7
CSCc1c(C(=O)NCCc2ccccn2)oc2ccccc12	i	-1.32	0.3
O=C(c1cc2ccccc2o1)N1CCN=C1SCc1cccnc1	i	1.15	0.7
Cc1ccc(-n2c(SCC(=O)N3CC(=O)Nc4ccccc43)nc3ccccc3c2=O)cc1C	i	0.86	-0.4
O=C(COC(=O)c1ccco1)Nc1ccc(Br)cc1	i	0.73	-2.2
COc1ccc(N2CCN(S(=O)(=O)c3c(C)[nH]c(C)c3C(=O)N3CCCC3)CC2)cc1	i	-1.05	-0.7
Cc1ccc(NC(=O)CS(=O)CC(=O)N(C(C)C(=O)NC2CCCCC2)C(C)(C)C)cc1 (configuration not stated)	i	-1.54	-1.2
O=C(Nc1nccs1)c1cn(-c2ccccc2)nc1-c1ccncc1	i	-0.93	-0.9
CCCCOc1ccc(C(=O)N2CCCC2C(=O)O)cc1 (configuration not stated)	i	3.33	-0.4
CCn1ccnc1CNC(=O)c1ccc2oc(C(C)C)nc2c1	i	-0.03	0.4
COCc1cc(=O)n2[nH]c(-c3ccco3)cc2n1	i	3.9	0.9
Cc1ccc(CNC(=O)CCc2c(C)[nH]c(=O)c(C#N)c2C)cc1	i	0.59	1.0
Cc1ccc2c(c1)C1(SCCS1)C(=O)N2	i	-0.74	-3.5
O=C(COC(=O)c1cc(-c2cccs2)nc2ccccc12)NCc1ccco1	i	3.1	2.6
COc1ccc(-c2noc(C3CCCN(S(=O)(=O)c4cccc(Cl)c4)C3)n2)cc1OC (configuration not stated)	i	1.47	0.5
Cc1cc(C)nc(NS(=O)(=O)c2ccc(NC(=O)CN3C(=O)C4CC=CCC4C3=O)cc2)n1 (configuration not stated)	i	2.56	0.0
Cc1cccnc1NC(=O)NC(=O)c1ccc(C(C)(C)C)s1	i	0.5	-0.5
COc1ccc(N(C)C(=O)Cc2c(C(=O)O)[nH]c3ccccc23)cc1	i	0.09	-1.8
COC(=O)C1=C(C)N(c2cccc(Cl)c2)C(=O)C1	i	1.22	-1.6
CCOc1ccccc1CSc1nc2ccccc2[nH]1	i	-1.25	0.0
Cc1ccc(S(=O)(=O)N(CC(=O)NCc2ccccn2)c2ccc(Cl)cc2)cc1	i	-0.85	1.2
CCCCOC(=S)NC(=O)c1sc2ccccc2c1Cl	i	0.56	-0.8
Cc1cc(C)n2c(SCC(=O)Nc3c(C)n(C)n(-c4ccccc4)c3=O)nnc2n1	i	0.7	0.3
O=S(=O)(c1cnc[nH]1)N1CCc2ccccc21	i	-1.64	1.5
CN(CC(=O)Nc1ccc(F)cc1)C(=O)COC(=O)CN1C(=O)NC2(CCCC2)C1=O	i	-0.5	1.0
CCOCCOC(=O)C1=C(C)N(C)C(=O)NC1c1ccccc1Cl (configuration not stated)	i	-0.51	-0.9
CC1CCCC(N2C(=O)NC(NC(=O)c3ccco3)(C(F)(F)F)C2=O)C1C (configuration not stated)	i	-0.01	1.2
Cc1sc2ncnc(N3CCC(C(=O)NCC(=O)Nc4ccc(F)c(F)c4)CC3)c2c1C	i	-2.32	-3.1
CC1C=CCC2C(=O)N(c3ccc(OC(=O)c4cccs4)cc3)C(=O)C12 (configuration not stated)	i	-1.93	0.6
COc1cccc(OCc2cc(C3Nc4ccccc4C(=O)N3Cc3ccco3)ccc2OC)c1 (configuration not stated)	-5.87*	0.7	.
CC(=O)Nc1ccc(NC(=O)C(C)OC(=O)c2ccc(N(C)C)cc2)cc1 (configuration not stated)	i	0.51	-0.8
CCOC(=O)c1cc(C#N)c(N2CCCC2)nc1-c1ccccc1	i	-0.45	0.8
O=c1cc(-c2ccc(Cl)cc2)nc(N2CCN(c3ccccc3)CC2)[nH]1	i	-1.03	-3.1
CCOC(=O)C1CCCN(Cc2ccc(OCC)cc2)C1 (configuration not stated)	i	-0.32	-0.5
CCn1c(N)nc2ccccc21	i	0.95	0.1
CN1CCN(CCNC(=O)Nc2ccc(Cl)cc2)CC1	i	0.05	-1.1
COc1ccc(OC)c(Nc2nc(N)nc(-c3cc4ccccc4o3)n2)c1	i	-1.1	-1.2
Cc1ccccc1NC(=O)CNc1ccccc1C(=O)NCc1ccco1	i	-0.06	0.4
C/C(=N\NC(=O)Cc1ccc(Cl)c(Cl)c1)c1cccnc1	i	-1.97	0.0
C=CCSC(CC)(CC)C(N)=O	i	0.93	-1.8
O=[N+]([O-])c1cccc(NNS(=O)(=O)c2ccccc2F)c1	i	0.55	-0.2
NC(=O)c1ccccc1NC(=O)CCc1ccccc1	i	1.47	0.3
O=C(c1ccccc1F)N1CCN(S(=O)(=O)c2ccc(S(=O)(=O)N3CCCCCC3)cc2)CC1	i	0.86	0.3
CC(=O)N1N=C(c2ccco2)CC1c1cc2ccc(C)cc2nc1Cl (configuration not stated)	i	0.06	-0.5
Cc1sc(NC(=O)c2ccco2)c(C(c2cccnc2)N2CCCC2)c1C (configuration not stated)	i	0.34	0.1
Cc1cc(Br)ccc1NC(=O)CN1C(=S)NC(C)(C)CC1C (configuration not stated)	i	-1.45	-1.3
O=C(c1cccs1)N1CCCC(c2nc3c(nnn3Cc3ccc(F)cc3)c(=O)[nH]2)C1 (configuration not stated)	i	-0.58	-1.7
Cn1cccc1C(C(=O)NC1CCCCC1)N(C(=O)Cc1cccs1)C1CC1 (configuration not stated)	i	0.52	-0.8
O=C(/C=C/c1ccco1)Nc1ccc(S(=O)(=O)N2CCOCC2)cc1	i	0.03	1.1
Next records.
SMILES	KCNQ2 block	Kir21 inh	STK33 kinase inh
CCOc1ccc(OCC(O)CN2CCN(S(=O)(=O)c3cccc(C(F)(F)F)c3)CC2)cc1 (configuration not stated)	i	0.81	-0.5
COc1ccccc1NC(=S)Nc1cccc(F)c1	i	1.63	-2.6
CCN(CC)S(=O)(=O)c1ccc(N2CCOCC2)c(NC(=O)Cc2cccc3ccccc23)c1	i	2.7	-0.9
Cc1ccc(C(=O)c2cc(C)sc2NC(=O)CN2CCN(C(=O)c3ccco3)CC2)cc1	i	0.15	3.1
Cc1cc(=O)oc2ccc(OC(=O)CC(C)C)cc12	i	-3.63	-0.2
C/C(CC(=O)Nc1cccc(Cl)c1)=N\NC(=O)Cc1ccc(Cl)cc1	i	-0.57	-0.7
COc1ccc(C(=O)N2CCc3ccccc32)cc1	i	2.37	-1.8
CCOC(=O)C1=C(C)NC(C)=C(C(=O)OCC)C1C(=O)OCC(=O)N(C)C	i	-1.81	0.3
O=C(O)c1ccccc1NN=C1CCCCC1	i	-1.17	.
CCOc1cc(S(=O)(=O)NCc2ccncc2)c(C)cc1C	i	-1.15	-1.3
CN(CC(=O)N1CCCCCC1)S(=O)(=O)c1ccccc1	i	-0.01	-1.9
CCN(CC)c1cc(NCCO)c([N+](=O)[O-])c2nonc12	i	0.8	-0.2

Compounds listed so far containing an aryl methoxy group (9):
SMILES	KCNQ2 block	Kir21 inh	STK33 kinase inh
COc1cc(C(=O)NC2CCCCC2)ccc1OCc1ccc(Cl)cc1Cl	i	-0.65	-0.3
COc1cc(OC)cc(C(=O)Nc2cccc3c2CCCC3)c1	i	-0.14	-0.3
COc1ccc(N2CCN(S(=O)(=O)c3c(C)[nH]c(C)c3C(=O)N3CCCC3)CC2)cc1	i	-1.05	-0.7
COc1ccc(-c2noc(C3CCCN(S(=O)(=O)c4cccc(Cl)c4)C3)n2)cc1OC (configuration not stated)	i	1.47	0.5
COc1ccc(N(C)C(=O)Cc2c(C(=O)O)[nH]c3ccccc23)cc1	i	0.09	-1.8
COc1cccc(OCc2cc(C3Nc4ccccc4C(=O)N3Cc3ccco3)ccc2OC)c1 (configuration not stated)	-5.87*	0.7	.
COc1ccc(OC)c(Nc2nc(N)nc(-c3cc4ccccc4o3)n2)c1	i	-1.1	-1.2
COc1ccccc1NC(=S)Nc1cccc(F)c1	i	1.63	-2.6
COc1ccc(C(=O)N2CCc3ccccc32)cc1	i	2.37	-1.8

Further records:
SMILES	KCNQ2 block	Kir21 inh	STK33 kinase inh
COc1ccc(-c2cc(C(=O)N3CCCc4ccccc43)no2)cc1	i	0.02	1.6
COCCCN(C(=O)Cc1csc(-c2cccc(Cl)c2)n1)c1c(N)n(Cc2ccccc2)c(=O)[nH]c1=O	i	1.37	1.5
COc1ccc(S(=O)(=O)n2cccc2)cc1	i	0.08	-1.0
CC(=O)c1ccc(OCCCC(=O)N(CCC2=CCCCC2)c2c(N)n(Cc3ccccc3)c(=O)[nH]c2=O)cc1	i	0.21	0.4
CCC1C/C(=C\c2cc(OC)c(OC)cc2OC)C(=O)/C(=C/c2cc(OC)c(OC)cc2OC)C1 (configuration not stated)	i	0.4	-4.5
Cc1ccc(N(CC(N)=O)C2SC(=O)N(C)C2=O)cc1 (configuration not stated)	i	-0.14	.
COCCOc1nc2c(c(=O)n(C)c(=O)n2C)n1Cc1cccc(OC)c1	i	3.15	-0.4
CN1CCN(S(=O)(=O)c2ccc3ccccc3c2)CC1	i	1.45	0.1
CC(=O)n1cc(-c2ccncc2)c2ccccc21	i	-1.22	9.7
COc1cccc(OCc2cc(C(=O)N3CCC(c4ccncc4)CC3)no2)c1	i	-0.02	7.3
Cc1cc(NC(=O)CSc2nc3c(sc4ccccc43)c(=O)n2CCCN2CCOCC2)n[nH]1	i	0.87	-1.4
CCCc1cc(CNC(=O)C2CCC(=O)N(Cc3ccccc3OC)C2)on1 (configuration not stated)	i	-0.11	-0.6
CCN(CC)c1ccc(C2=NNC(=O)CC2C)cc1[N+](=O)[O-] (configuration not stated)	i	2.09	0.8
CS(=O)c1ccccc1-c1nc(-c2ccc(Cl)cc2)no1 (configuration not stated)	i	0.93	1.5
CC(CCc1ccccc1)NC(=O)CSc1nnnn1C (configuration not stated)	i	-0.61	-3.5
O=C(c1cccc(Cl)c1)N1CCC(=O)N(C(COCc2ccccc2)Cc2ccccc2)CC1 (configuration not stated)	-5.8*	-0.08	-1.9
CCOc1ccccc1NC(=O)C1=C(C)NC(=S)NC1c1cccs1 (configuration not stated)	i	0.59	-0.4
COc1cc(OC)cc(-c2oc3cccnc3c2C#CCCO)c1	i	1.18	4.8
Cc1ccc(NC(=S)NCCN(C2CCCCC2)C2CCCC2)cc1	i	-0.89	-1.6
Cc1c(Cl)c(C(=O)N2CCCC2)nn1C	i	0.19	-1.1
Cc1ccc(OCC(O)Cn2c(N3CCCCC3)nc3c2c(=O)[nH]c(=O)n3C)cc1 (configuration not stated)	i	0.01	-2.1
CC1(C)Cc2c(sc(NC(=O)c3ccc(S(=O)(=O)N4CCCC4)cc3)c2C#N)C(C)(C)N1	i	0.18	-0.2
CCCCn1c(=N)n(CC(=O)c2ccc([N+](=O)[O-])cc2)c2ccccc21	i	-1.6	-1.5
O=S(=O)(Cc1ccccc1)N1CCN(Cc2ccccc2)CC1	i	-0.42	-1.9
O=C(COc1ccccc1Cl)NCCc1ccc2c(c1)OCCO2	i	-1.8	0.5
Cn1c(SCCOc2ccccc2Cl)nnc1-c1cccs1	i	-1.75	0.1
CCOC(=O)N1CCN(CCC(=O)Nc2ccccc2OC)CC1	i	-0.33	-2.1
Cc1ccc(C(=O)NCc2ccco2)cc1	i	0.62	2.6
O=C(Nc1cc(Cl)ccc1N1CCOCC1)c1cccnc1Cl	i	1.23	-0.8
COc1ccc(-c2nnc(SCCC(=O)O)n2-c2ccccc2)cc1OC	i	-2.34	.
O=C(Nc1cccnc1)C1CC(=O)N(c2ccc(F)cc2)C1 (configuration not stated)	i	-0.25	-0.5
Cc1ccc(NC(=S)NCC(C)C)cc1	i	-1.42	-2.2
O=c1[nH]c(CN2CCN(Cc3ccccc3)CC2)nc2scc(-c3ccccc3)c12	i	0.14	-1.4
CCOc1ccc(N2CC(C(=O)Nc3ccccc3C(=O)NC3CC3)CC2=O)cc1 (configuration not stated)	i	-0.16	0.7
c1ccc(C(Cc2nc(-c3cccnc3)no2)c2ccccc2)cc1	i	0.02	-1.4
Cc1cc(C)n(-c2ccc(C(C)C)cc2)c(=O)c1C#N	i	0.74	-0.6
CCC(=NCCN1CCNCC1)C1=C(O)CC(C)(C)CC1=O	i	-1.83	0.4
COc1ccc(/C(N)=N/OC(=O)c2ccc3c(c2)OCO3)cc1	i	-0.07	-1.3
COc1ccc(-n2nc(C(=O)N(C)C)nc2-c2ccccc2)cc1	i	-0.03	-0.4
